NPYLR7 ag: agonists of mosquito NPYLR7 receptor, primary screen, cell-based, Aedes aegypti, calcium fluorescence, mosquito biting behavior; AID 1259423, 2018; HEK293T NPYLR7/Galpha15, GCaMP6s calcium fluorescence; 0.15% of 270,000 active; activation, % at 10 µM; in the data active means activation above about 40%;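 further: 0% = vehicle and 100% = reference agonist at the receptor; some compounds past the cut are filed as inactive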
hcGAS inh: Primary biochemical luminescence assay for human cyclic GMP-AMP synthase inhibitors; Q8N884; recombinant h-cGAS, ATP depletion, Kinase-Glo luminescence; inhibition, % at 12.5 µM; 0.081% of 290,000 active;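 further: 0% = vehicle reaction and 100% = reaction without DNA for no activity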
Target sequence (Q8N884 whole entry, looked up): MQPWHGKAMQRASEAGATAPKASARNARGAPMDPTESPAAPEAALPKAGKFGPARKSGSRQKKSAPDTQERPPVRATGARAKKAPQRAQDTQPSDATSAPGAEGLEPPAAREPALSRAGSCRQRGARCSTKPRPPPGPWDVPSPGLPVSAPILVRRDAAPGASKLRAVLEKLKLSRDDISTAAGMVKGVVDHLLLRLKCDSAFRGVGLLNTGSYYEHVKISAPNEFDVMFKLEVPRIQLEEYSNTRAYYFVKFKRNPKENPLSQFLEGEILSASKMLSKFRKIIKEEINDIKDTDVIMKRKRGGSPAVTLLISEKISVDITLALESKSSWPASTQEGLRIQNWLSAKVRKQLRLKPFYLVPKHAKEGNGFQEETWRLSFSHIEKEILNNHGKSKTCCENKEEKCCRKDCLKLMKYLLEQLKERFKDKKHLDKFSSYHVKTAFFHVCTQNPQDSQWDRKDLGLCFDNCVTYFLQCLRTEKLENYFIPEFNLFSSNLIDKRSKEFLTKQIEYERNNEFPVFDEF
mcGAS lum: cyclic GMP-AMP synthase inhibitors, mouse, primary biochemical chemiluminescence; inhibition, % at 12.5 µM; recombinant cGAS, Kinase-Glo ATP depletion luminescence; Q8C6L5; 0.15% of 160,000 active;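 further: 0% = negative control wells and 100% = reference inhibitor with no enzyme activity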
The depositor's hits bear a star; · = no result given; & = joins results of further samples. Unless noted, no stated cut-off is given here; in the data, active means inhibition above about 40%; inactive means the rest. Not a hit list; about 0.27% have a hit in one of these screens.

Second line of a record – NPYLR7 ag, hcGAS inh, mcGAS lum
> C/C=C\Cn1c(C(=O)N2CCN(S(=O)(=O)c3ccc(C)cc3)C(C)C2)cc2ccsc21 (stereo not given)
  -1, 5, 0
> COCCC(=O)Nc1ccc2c(c1)CN(Cc1cc(Cl)c(OC)c(OC)c1)CC2
  9, -4, ·
> Cc1ccc(CN2CCC(CN(C)Cc3ccc4nonc4c3)CC2)o1
  2, -8, ·
> Cc1cc(C)cc(C(=O)NC2CCc3[nH]c4cc(C)c(C)cc4c3C2)c1 (stereo not given)
  ·, -11, -7
> Cc1ccc(F)cc1NC(=O)c1nnc2ccccc2c1N
  4, -9, -16
> CC(OCC1CC1)C(=O)N1CCC(N(C)S(C)(=O)=O)CC1 (stereo not given)
  1, -10, ·
> CCNC(C(=O)O)c1cc(Cl)cc(Cl)c1 (stereo not given)
  4, -10, ·
> CCN(CCO)c1nc(Nc2cc(C)cc(C)c2)c2cnn(-c3ccccc3)c2n1
  0, -6, -9
> Cc1ccccc1-c1nc(OCC(C)C)nn1-c1ccc(NC(=O)c2cc(Cl)cc(Cl)c2)cc1
  15, -7, -6
> CC(C)(C)C(NC(=O)c1n[nH]c(=O)[nH]1)c1cccc(C(F)(F)F)c1 (stereo not given)
  2, -5, -12
> CN(CC1COc2ccccc2O1)C(=O)CN1C(=O)c2ccccc2S1(=O)=O (stereo not given)
  2, -6, ·
> CCC(C(=O)Nc1cc(C)on1)N1CCCC(c2nc3ccccc3o2)C1 (stereo not given)
  7, -12, ·
> O=C(c1cccc([N+](=O)[O-])c1)N1CCN(c2nc(-c3ccccc3Cl)nc3cc(Cl)ccc23)CC1
  24, -1, -11
> CC(NC(=O)CS(=O)(=O)c1ccc(Cl)cc1)c1ccccc1F (stereo not given)
  -3, -2, ·
> COc1ccc(Cl)cc1-c1cccc(-n2cncc2C(=O)NC(C)CCc2ccccc2)c1 (stereo not given)
  0, -8, -8
> CCCCNC(=O)COc1ccc(C)cn1
  0, -14, -15
> O=C(CN1CN(c2ccccc2)C2(CCN(S(=O)(=O)c3ccc(F)cc3)CC2)C1=O)NCC1CCCO1 (stereo not given)
  3, 1, -3
> c1ccc(Cc2nnc(SCc3cccc4ccccc34)o2)cc1
  0, 1, -1
> Cc1nc(-c2ccc(Cl)c(Cl)c2)n(CC(=O)NC(C)(C)C)n1
  3&-25, 5&2, ·
> CCOC(=O)N1CCC(N2CCCC(CNC(=O)Cc3ccc(OC)cc3)C2)CC1 (stereo not given)
  2, -4, ·
> COc1ccc(F)cc1C(=O)C1CCCN(Cc2cccn2-c2cccnc2)C1 (stereo not given)
  3, -6, -8
> CC(C)CN1C(=O)C2C3CC4C5(C)CCCC(C)(C(=O)O)C5CCC4(C=C3C(C)C)C2C1=O (stereo not given)
  -12, -5, -6
> COC(=O)C1=C(C)N(C2CCCCC2)C(=O)C1(NC(=O)c1ccccc1OC)C(F)(F)F (stereo not given)
  -9, 2, -4
> COc1ccc(S(=O)(=O)N(CCCN2CCOCC2)CC(=O)N(Cc2ccccc2)Cc2ccco2)cc1
  ·, -1, 2
> CCOC(=O)N1CCN(c2ccc(/C=C(\C#N)c3nc4ccccc4s3)o2)CC1
  5, -7, ·
> COc1ccc(-c2cnc3ncnn3c2NCCCN(C)C)cc1
  1, -10, -9
> Cc1cccc(SC2CCN(Cc3c(CO)cnc(C)c3O)CC2)c1
  6, -3, -11
> CNS(=O)(=O)c1cc(C(=O)NCCc2ccccc2OC)n(C)c1
  3, -7, ·
> O=C(/C=C/c1ccc(Cl)c(Cl)c1)n1cccn1
  -13, 4, 25
> OC1CCCN(Cn2nc(CSc3nc4ccccc4s3)n(-c3ccccc3)c2=S)C1 (stereo not given)
  2, -5, ·
> COc1ccc(/C=C/CN2CCC(C(=O)NC(c3ccc(Cl)cc3)c3ccccn3)CC2)cc1 (stereo not given)
  7, -5, -3
> CCc1[nH]n(-c2ccc(Cl)c(Cl)c2)c(=O)c1C1=C(N(CC)CC)C(=O)N(c2ccccc2F)C1=O
  1, -11, -5
> CC(C)Oc1cccc(F)c1-c1ccc(N)nc1
  3, -3, -2
> Cc1nc(-c2ccccc2)ncc1C(=O)N(C)CC1(CO)CCC1
  -1, 6, ·
> CC(C)CN1CCC(C2c3nccn3CCCN2CC(C)C)CC1 (stereo not given)
  ·, -13, -6
> CC(C)N(C(=O)Cn1c(=O)c2c(N3CCN(C(=O)C4CC4)CC3)ccnc2n(C)c1=O)C(C)C
  0, -5, 1
> O=C1CN(C(=O)c2nn(Cc3ccccc3)c3c2CN(C(=O)CCc2cccs2)CC3)CCN1
  -2, -6, 0
> CN(CCCNC(=O)c1cccnc1Nc1cc(Cl)cc(Cl)c1)c1ccccc1
  -11, -4, ·
> O=C(Nc1ccc(Br)cc1)N1CCSC1c1cccc(F)c1 (stereo not given)
  17, -4, -6
> CCOC(=O)N1CCC(N2CCC(Oc3ccccc3C(=O)N3CCCCC3)CC2)CC1
  14, -11, ·
> Cc1cc(C(=O)N2C[C@H]3C[C@H](O)[C@@H](O)C[C@H]3C2)n[nH]1
  ·, -9, -14
> Cc1[nH]c(=S)sc1CC(=O)Nc1ccc2c(c1)OCO2
  6, -5, ·
> CC(NC(=O)Cn1c(=O)oc2ccc(Cl)cc21)c1ccccc1 (stereo not given)
  -2, -7, -9
> Cc1cc(N)n(C(=O)c2ccc(N3CCOCC3)cc2)n1
  6, -6, ·
> Cc1ccc(NC(=O)CSc2ncc(S(=O)(=O)c3ccc(C)c(Cl)c3)c(=O)[nH]2)cc1
  5, -9, -3
> CNC(=O)[C@@H]1C[C@H]2CN(C)C(=O)c3cccc(c32)N1C(=O)c1ccco1
  0, -1, -6
> COc1ncccc1-c1cc(C)ccc1N1CCOC1=O
  1, 1, ·
> O=C(Nc1cccc(Cl)c1)c1cc2nc(-c3ccc(F)cc3)cc(C(F)(F)F)n2n1
  -15, 2, -7
> COCCN(Cc1cccc(OS(=O)(=O)c2cccc(C(F)(F)F)c2)c1)C(=O)c1ccccc1Br
  0, -6, -6
> COc1ccc(NC(=O)NCCNc2nc(-c3ccccc3Cl)nc3ccccc23)cc1
  4, 14, 2
> COCCN(Cc1cccn1Cc1ccccc1)C(=O)CN(C(=O)c1cccc(Cl)c1)C1CCCCC1
  1, 0, -1
> COc1cccc(NC(=O)N(CC(=O)N(CCc2ccc(OC)c(OC)c2)Cc2ccc(C)s2)C2CCCCC2)c1
  10, 1, -4
> CCCOCCCNC(=O)c1ccc(-n2nc(C(=O)OCC)cc2-c2ccc(Cl)cc2)cc1
  3, -2, -5
> COC(=O)c1ccc(-c2nc(CN3CCC(Oc4ccccc4F)CC3)c(C)o2)cc1
  6, 0, ·
> CCOC(=O)c1c(NC(=O)CN2CCCC2C(=O)N(C)C)sc(C)c1-c1ccc(C)cc1 (stereo not given)
  9, -7, ·
> C=CCNC(CC(=O)Nc1cc(C)ccc1O)C(=O)O (stereo not given)
  1, -5, -7
> CCCNC(=O)C(CC)n1nc(C)n2c(cc3occc32)c1=O (stereo not given)
  -12, 0, 0
> O=C(CCc1cccc(F)c1)N1CCN(S(=O)(=O)c2ccc3c(c2)CCC3)CC1
  -1, 7, ·
> O=C(c1scc2c1OCCO2)N1CCc2onc(-c3cccc(F)c3)c2C1
  -1, -1, ·
> COc1ccccc1CCNC(=O)CN1C(=O)c2ccccc2S1(=O)=O
  14, -7, ·

(cont.)
Second line of a record – NPYLR7 ag, hcGAS inh, mcGAS lum
> Cc1ccccc1Cn1c(C(=O)N2CCN(C(=O)C3C[C@H]3c3ccccc3)C(C)C2)cc2ccsc21 (stereo not given in full)
  0, -7, -4
> c1ccc(N2CCN(CCCOc3ccc4c(c3)OCO4)CC2)cc1
  -8, 0, ·
> O=C(c1ccc(N2CCCCC2=O)cc1)N1CCN(S(=O)(=O)c2ccc3c(c2)OCCO3)CC1
  7, -7, ·
> Cc1ccc(C(=O)NC(C(=O)N2CCOCC2)C2CCN(C(=O)Nc3cccc(Cl)c3)CC2)cc1 (stereo not given)
  3, -1, -4
> Cc1cc(C(=O)N/N=C\c2ccccn2)n[nH]1
  -5, -6, -8
> Cc1cccc(NC(=O)C(C#N)C(=O)C2CCCC2)c1 (stereo not given)
  1, 10, 0
> CC1C(=O)N(c2cccc(C(F)(F)F)c2)CCN1C(=O)c1ccc(F)cc1 (stereo not given)
  29, 3, 1
> O=C(Nc1cc(Cl)ccc1O)c1cnn2c1NC(c1cccs1)CC2C(F)(F)F (stereo not given)
  -4, -4, -4
> CCOC(=O)C1(CCCc2ccccc2)CCN(C(=O)Cc2csc(C)n2)CC1
  5, -5, -13
> COc1cccc(-n2c(SCC(N)=O)nc3c([nH]c4ccccc43)c2=O)c1
  1, 13, -2
> Cc1cccc(-c2nc(SCC(=O)Nc3ccc(C(N)=O)cc3)c3c(=O)n(C)c(=O)n(C)c3n2)c1
  -4, -10, -9
> CCOc1ccc(C(c2c(O)cc(C)[nH]c2=O)c2c(O)cc(C)[nH]c2=O)cc1OC
  7, -10, -9
> COc1ccc(-n2c(SCc3ccc(C(=O)O)cc3)nnc2-c2ccccc2[N+](=O)[O-])cc1
  1, -1, -4
> CN(C)c1ccc(/C=C2\N=C(c3ccco3)OC2=O)cc1
  -1, -2, ·
> c1cnc2c(-n3nc(C4CC4)nc3-c3csnn3)cccc2c1
  11, -6, ·
> O=c1nc(NCc2ccco2)ccn1-c1nc(-c2ccccc2)oc1-c1ccccc1
  30, -11, ·
> CCCNC(=O)C(C)NC(=O)Cc1sc(Nc2ccccc2OC)nc1-c1ccccc1 (stereo not given)
  8, -9, ·
> O=C(CN1CCC(c2nnc3n2CCC3)CC1)Nc1ccccc1C(=O)NC1CC1
  9, -9, ·
> CCOC(=O)C1=C(C)N=c2s/c(=C\c3ccc(C)o3)c(=O)n2C1c1ccccc1 (stereo not given)
  -1, -6, -5
> O=C(NCC(CO)Cc1ccccc1F)c1ccnc(Cl)c1 (stereo not given)
  3, -9, ·
> Cc1ccccc1COc1cn(CC(=O)Nc2ccc(C(N)=O)cc2)c(CO)cc1=O
  9, 7, 0
> CC(NCc1cn(CCC(N)=O)c2ccccc12)c1nc2ccccc2[nH]1 (stereo not given)
  0, 3, -3
> Cc1cc(C)n(-c2ccc(C(=O)N3CC(c4ccncc4)C3)cc2)n1
  4, -5, -16
> COc1cccc(COC2CCCN(C(C)=O)C2)c1 (stereo not given)
  -7, -4, -6
> O=C(OCc1nc(C(=O)Nc2ccccc2)cs1)c1ccccc1
  0, -6, -3
> CCCCOC(=O)C1=C(C)NC2=C(C(=O)CCC2)C1c1ccc(CC)cc1 (stereo not given)
  5, -3, ·
> CO[C@H]1CN(S(C)(=O)=O)[C@H]2Cc3c(n(CC(N)=O)c4ccccc34)[C@@H]1C2
  31, 0, -6
> O=S1(=O)CCN2C=C(Cc3ccccc3)SC2=N1
  -2, -1, ·
> N#CCCN(C(=O)COC(=O)CCC(=O)c1ccc2c(c1)CCC2)c1ccc(F)cc1
  1, -5, ·
> CCCN(Cc1ccon1)S(=O)(=O)c1ccc(Cl)cc1
  -3, -4, ·
> O=C(c1cccnc1Cl)N1CCN(Cc2cccc(-c3noc(-c4cccnc4)n3)c2)CC1
  6, -1, -5
> COc1ccc(Br)c(Cn2c(C)c(C(=O)NCc3ccccc3C(F)(F)F)sc2=O)c1
  -2, -4, ·
> Cc1[nH]cnc1-c1nccn1CCC(c1ccccc1)c1ccco1 (stereo not given)
  ·, -3, -14
> COCCNc1nc(SC)nc2c1cnn2CCNC(=O)C1CCCC1
  ·, -6, -7

Some of these compounds in order of molecular weight, lowest first:
Second line of a record – NPYLR7 ag, hcGAS inh, mcGAS lum
> COc1cccc(COC2CCCN(C(C)=O)C2)c1 (stereo not given)
  -7, -4, -6
> O=S1(=O)CCN2C=C(Cc3ccccc3)SC2=N1
  -2, -1, ·
> CCCN(Cc1ccon1)S(=O)(=O)c1ccc(Cl)cc1
  -3, -4, ·
> O=C(NCC(CO)Cc1ccccc1F)c1ccnc(Cl)c1 (stereo not given)
  3, -9, ·
> Cc1cc(C)n(-c2ccc(C(=O)N3CC(c4ccncc4)C3)cc2)n1
  4, -5, -16
> O=C(OCc1nc(C(=O)Nc2ccccc2)cs1)c1ccccc1
  0, -6, -3
> CC(NCc1cn(CCC(N)=O)c2ccccc12)c1nc2ccccc2[nH]1 (stereo not given)
  0, 3, -3
> CO[C@H]1CN(S(C)(=O)=O)[C@H]2Cc3c(n(CC(N)=O)c4ccccc34)[C@@H]1C2
  31, 0, -6
> COCCNc1nc(SC)nc2c1cnn2CCNC(=O)C1CCCC1
  ·, -6, -7
> CCOC(=O)C1=C(C)N=c2s/c(=C\c3ccc(C)o3)c(=O)n2C1c1ccccc1 (stereo not given)
  -1, -6, -5
> O=C(CN1CCC(c2nnc3n2CCC3)CC1)Nc1ccccc1C(=O)NC1CC1
  9, -9, ·
> Cc1ccccc1COc1cn(CC(=O)Nc2ccc(C(N)=O)cc2)c(CO)cc1=O
  9, 7, 0
> N#CCCN(C(=O)COC(=O)CCC(=O)c1ccc2c(c1)CCC2)c1ccc(F)cc1
  1, -5, ·
> COc1ccc(Br)c(Cn2c(C)c(C(=O)NCc3ccccc3C(F)(F)F)sc2=O)c1
  -2, -4, ·

Bioassay records from PubChem BioAssay.
